Source: PubChem
PGC1a acetyl inh – inhibitors of PGC1a acetylation signal, primary screen, cell-based, U2OS, AlphaScreen, inhibitor mode | AlphaScreen anti-acetyl-lysine; with virally co-expressed GCN5 acetyltransferase | inhibition, % at 15.6 µM | AID 651687, 2012 | 350,000 compounds, 0.17% hits;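 active = every replicate shows inhibition of at least 40%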;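 note: 0% = neutral control wells and 100% = positive control wells; some results beyond the cut were filed as inactive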
LGR2 antag – inhibitors of bursicon-induced LGR2 CRE-luciferase signal, primary screen, cell-based, HEK293, CRE-luciferase reporter, bursicon stimulation. Drosophila bursicon receptor LGR2 (rickets). bursicon-stimulated, 4 h. inhibition, % at 9.99 µM. 380,000 compounds, 0.35% hits. AID 720647, 2013;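 active = drop in luminescence signal, shown as inhibition above about 50% in the replicate tests, limit read from the data, passing the limit was not always enough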;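 note: agonist challenge used bursicon conditioned medium at about half maximal strength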
PAX8 inh HTS – inhibitors of PAX8-driven TPO luciferase reporter, primary screen, RMG-I cells, single concentration. inhibition, % at 12.6 µM. SteadyGlo, 24 h. 360,000 compounds, 1.2% hits;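 active = mean replicate inhibition at least 60% with every replicate also reaching 60%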;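 note: luciferase light reporting Pax8 driven TPO promoter activity; plate controls were median of neutral control wells for no effect and mitoxantrone controls for full effect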
CASP6 VEID inh – human caspase-6 inhibitors, primary screen, biochemical, VEID-R110 fluorescence, single point, set 2; P55212; purified caspase-6, Z-VEID-R110 cleavage fluorescence; inhibition, % at 12.5 µM; 350,000 compounds, 0.53% hits;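 active = mean inhibition across replicates at least about 35%, with every replicate also reaching that limit, limit read from the data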;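 note: 0% = median of neutral control wells and 100% = no fluorescence left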
Target sequence (P55212 24-179 limits assumed): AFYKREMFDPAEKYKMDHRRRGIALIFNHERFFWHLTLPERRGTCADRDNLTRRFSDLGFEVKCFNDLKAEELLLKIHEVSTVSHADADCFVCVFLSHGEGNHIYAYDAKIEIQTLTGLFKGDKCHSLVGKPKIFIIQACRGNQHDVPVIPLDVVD
Target sequence (P55212 194-293 limits assumed): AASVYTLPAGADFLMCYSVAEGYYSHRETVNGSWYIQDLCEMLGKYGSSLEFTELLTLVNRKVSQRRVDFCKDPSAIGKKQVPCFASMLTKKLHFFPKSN
miR122 inh – miR-122 Renilla sensor signal increase in Huh7, primary screen, miR-122 inhibitor project, cell-based, single point, plate reader | Huh7 miR-122 Renilla luciferase sensor, 48 h; neutral wells = 0, positive control = 100 | activation (reporter increase), % at 12.5 µM | AID 602342, 2012 | 340,000 compounds, 0.3% hits;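 active = mean replicate activation score at least 90 and every replicate individually at or above 90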;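 note: higher luciferase means less miR-122 activity so hits act as miR-122 inhibitors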
Cneo AK release – Cryptococcus neoformans cell lysis inducers, primary screen, AK release luminescence, single concentration; C. neoformans lysis, adenylate kinase release luminescence, 4 h; normalised: neutral wells 0, clomiphene wells 100; AID 651654, 2012; lysis activity, % at 15 µM; 360,000 compounds, 0.2% hits;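 active = mean lysis activity across replicates of at least 80%, whatever share of replicates individually reach that level; inactive = mean lysis activity below 80%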
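Assay system: log-phase C. neoformans yeast / Quantity: yeast cell density of 5 × 10^6 cells/mL / Medium: fresh YPD growth medium / Compound: single dose / Timing: static 4 h at 37 °C with compound, 1 h detection / Measured by: adenylate kinase release luminescence / Read-out: lysis from increased AK signal / Benchmarks: Clomiphene as positive lysis control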
FN deposition inh – inhibitors of fibronectin matrix deposition, primary screen, AH1F cells, Alexa488-fibronectin fluorescence, plate reader. AH1F fibroblasts, overnight. 350,000 compounds, 0.086% hits. inhibition, % at 12.6 µM. AID 743247, 2014;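 active = mean inhibition across replicates of 30% or more, regardless of how many single replicates reach that level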;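 note: positive control wells lacked labelled fibronectin entirely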
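Test system: AH1F fibroblast monolayer depositing Alexa488-labelled fibronectin into matrix. Input: 10000 cells per well. Technique: fluorescence, ex 485 nm, em 525 nm. Buffer or medium: DMEM plus 2% serum, read in PBS. Timing: 1 h cell adhesion before compound, then overnight fibronectin incubation. Compound: single dose, pinned. Read-out basis: inhibition from reduced deposited-fibronectin fluorescence.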
EWS-Fli block – EWS/Fli-driven NR0B1 reporter inhibitors, primary screen, A673 cells, NR0B1 luciferase, luminescence, MLPCN library | inhibition, % at 12.6 µM | viability-normalised | 350,000 compounds, 0.67% hits;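 active = mean inhibition of at least 50% after viability correction, with every replicate also passing that limit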;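 note: firefly luciferase signal divided by Alamar Blue viability fluorescence both relative to DMSO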
Starred values were filed as active, the others as inactive; . = no result given; & = joins results of further samples; [ ] = remark or other dose.

Every second line gives: PAX8 inh HTS	LGR2 antag	Cneo AK release	PGC1a acetyl inh	miR122 inh	CASP6 VEID inh	EWS-Fli block	FN deposition inh
> COc1ccccc1-c1coc2c(CN3CCCC(C)C3)c(O)ccc2c1=O (stereo unspecified)
    7	6	0	0	-7	3	-2	1
> CC(C)OC(=O)CC(NC(=O)OC(C)(C)C)c1ccccc1 (stereo unspecified)
    10	-18	.	.	.	2	1	3
> Cc1nn(C)cc1S(=O)(=O)Nc1ccc(F)c(F)c1
    4	17	0	2	23	5	6	0
> COc1ccc(OC)c(C2C(C#N)=C(N)Oc3cc(N)ccc32)c1 (stereo unspecified)
    6	.	3	.	-9	.	.	-24
> CCC(C)Sc1ccc(-c2nc3cc(C)ccn3c2NC2CCCCC2)cc1 (stereo unspecified)
    -64&-10	-23	-3	-30	-1	-8&-3	-17&0	-11&-4
> CC(=O)Nc1cccc(OCCCOc2ccc([N+](=O)[O-])cc2)c1
    -2	-13	.	.	.	-4	-28	-4
> Cc1cc(C)c(NC(=O)COc2nncc3ccccc23)c(C)c1
    -15	3	2	4	-9	0	8	.
> C[C@H]1CCCCO[C@H](CN(C)S(=O)(=O)c2cccs2)[C@@H](C)CN([C@@H](C)CO)C(=O)c2cc(NC(=O)Nc3cccc4ccccc34)ccc2O1
    9	5	5	0	17[16.7 µM]	.	9	.
> Cc1ccc2nc(N(CCCN(C)C)C(=O)c3ccc(S(=O)(=O)N4CCCCCC4)cc3)sc2c1
    -21	8	23	-5	1	-4	.	.
> Cc1cc(NC(=O)CCC(=O)N(CC(=O)NCC2CCCO2)c2ccccc2C)no1 (stereo unspecified)
    19	.	1	2	-1	.	.	-2
> C[C@H]1CCCCO[C@@H](CN(C)CC2CCCCC2)[C@@H](C)CN([C@@H](C)CO)C(=O)c2cc(NC(=O)CCCN(C)C)ccc2O1
    -8	0	.	-5	6[16.7 µM]	.	-1	.
> O=C(O)c1cc(S(=O)(=O)N2CCCc3ccccc32)ccc1Cl
    -21	-2	0	-3	9	6	11	-4
> O=C1OCC/C1=C\c1ccc(O)cc1
    -12	-5	2	1	-8	0	5	3
> Cc1cccc(C(=O)NC(NCCc2ccccc2)C(Cl)(Cl)Cl)c1 (stereo unspecified)
    -61	.	-4	-7	-1	.	.	-5
> CCCCCCN1C[C@@H](O)[C@H](n2cc(C3CC3)nn2)C[C@@H]1c1ccc(C)cc1
    -23	12	7	2	-8	1	-21	-2
> Cc1cc2nc(/C=C/c3cccnc3)[nH]c2cc1C
    2	-18	-9	67*	15	0	3	-9
> CCN(c1ccccc1)S(=O)(=O)c1ccc2c(c1)CC(C)N2C(=O)C1CC1 (stereo unspecified)
    35	-16	-2	-17	14	-3	.	-6
> COc1ccc(S(=O)(=O)Nc2cccc3c2O[C@@H](CN(C)Cc2ccc(C(=O)Nc4ccccc4N)cc2)[C@H](C)CN([C@@H](C)CO)C3=O)cc1
    -6	13	.	-2	.	-1	3	.
> O=C(CN1C(=O)NC2(CCCCCCC2)C1=O)Nc1ccc(OC(F)F)cc1
    20	-5	1	-9	3	1	6	-12
> O=C(C[C@H]1CC[C@@H]2NC[C@@H](O)COC[C@H]2O1)N1CCc2ccccc2C1
    -9	8	-5	7	2[16.7 µM]	.	15	-5
> O=c1[nH]cnc2c1sc1nc(-c3ccccc3)c3c(c12)CCCC3
    -4	8	.	.	.	-1	10	-2
> Cn1ncc(C#N)c1/N=C/N1CCCCCC1
    -10	.	0	14	-12	.	.	6
> NC(=O)COC(=O)CC1CC2CCC1C2 (stereo unspecified)
    11	19	.	-3	-2	2	1	6
> COc1cc2[nH]c(=O)n(Cc3ccccc3Cl)c(=O)c2cc1OC
    -16	.	-1	-10	-4	.	.	7
> COc1ccc(/C=N\NC(=O)C2CCCC2)cc1Br
    -59	-42	-1	.	-5	0	.	.
> Cc1ccc2c(CN(C)Cc3ccccc3)cc(=O)oc2c1
    -248	-127	-1	-7	3	7	-90	21
> COc1ccc(/C=C2\SC(=O)NC2=S)cc1OC
    -3	-11	-3	.	-2	45*	14	5
> Cc1nn(S(=O)(=O)c2ccc(Cl)cc2)c(C)c1S(=O)(=O)N1CCOCC1
    -8	-9	4	2	2	3	7	8
> CS(=O)(=O)Nc1ccc2c(c1)[C@H]1C[C@H](CC(=O)NCCN3CCCCC3)O[C@@H](CO)[C@H]1O2
    -16	-27	3	12	-1[16.7 µM]	-56	-9	.
> O=C(C[C@H]1C[C@H]2c3cc(NC(=O)C4CCC4)ccc3O[C@H]2[C@H](CO)O1)NCCc1ccccc1
    17	11	16	-5	2[16.7 µM]	3	12	.
> Cc1ccc(/C=N/NC(=O)c2cc3c(s2)CCCC3)o1
    -47	-39	-2	-4	-1	1	-48	1
> COc1ccc(CN(C)C[C@@H]2OCCCC[C@@H](C)Oc3ccc(NC(=O)Nc4ccccc4)cc3C(=O)N([C@@H](C)CO)C[C@H]2C)cc1
    -11	9	10	-6	1[16.7 µM]	.	1	9
> Cc1ccsc1/C=N/NC(=S)NCCc1ccccc1
    12	.	73	15	-4	-3	-82	10
> C[C@]12CC[C@H](O)CC1=CCC1C2CC[C@@]2(C)C1CC[C@@H]2NCc1ccccc1 (stereo partly specified)
    11	.	-1	-16	4	0	19	17
> Cc1cc(SCC(=O)N(C)c2c(N)n(Cc3ccccc3)c(=O)[nH]c2=O)nc2ccccc12
    17	5	.	.	.	-9	5	.
> COc1ccc(C(=O)NNC(=S)NC(=O)c2ccco2)cc1
    3	.	.	18	-2	.	.	2
> CC1(C(=O)O)CCC2(C)CCC3(C)C(=CC(=O)C4C5(C)CCC(=O)C(C)(C)C5CCC43C)C2C1 (stereo unspecified)
    -12	-1	-1	.	-6	9	-1	-4
> Cc1ccc(CS(=O)(=O)CC(C)(O)c2ccccc2)cc1 (stereo unspecified)
    -6	0	1	.	.	1	-1	-3
> CCN1CCN(CCNC(=O)c2ccc(CS(=O)(=O)c3c(Cl)cccc3Cl)o2)CC1
    -21	8	1	.	-3	-66	-4	-19
> Cc1ccc2nc(N3CC(C)OC(C)C3)nc(-c3ccccc3)c2c1 (stereo unspecified)
    9	-4	2	-3	-3	3	5	7

A few values from the results shown.
C[C@]12CC[C@H](O)CC1=CCC1C2CC[C@@]2(C)C1CC[C@@H]2NCc1ccccc1 (stereo partly specified) @ miR122 inh: 4
O=c1[nH]cnc2c1sc1nc(-c3ccccc3)c3c(c12)CCCC3 @ EWS-Fli block: 10

More results follow.
Every second line gives: PAX8 inh HTS	LGR2 antag	Cneo AK release	PGC1a acetyl inh	miR122 inh	CASP6 VEID inh	EWS-Fli block	FN deposition inh
> COCCCNC(=O)[C@H]1O[C@@H](n2cnc3c(=O)[nH]c(N)nc32)[C@H](O)[C@@H]1O
    -4	-8	.	.	.	1	0	-1
> CN(C)S(=O)(=O)c1cc(NC(=O)c2ccc(-n3ccnc3)c([N+](=O)[O-])c2)ccc1Cl
    40	-8	-1	-3	-17	1	30	-5
> CN(C(=O)COc1ncnc2c1cnn2-c1ccccc1)C1CCCCC1
    2	18	6	7	-4	11	2	-4
> CC(=O)Nc1ccc2nc(-c3ccncc3)[nH]c2c1
    4	.	-1	5	9	.	.	1
> C[C@@H]1CN([C@@H](C)CO)C(=O)c2cc(NS(=O)(=O)c3cn(C)cn3)ccc2O[C@@H]1CN(C)C(=O)Nc1ccc(C(F)(F)F)cc1
    .	14	1	4	3[16.7 µM]	2	3	1
> Cn1c(=O)c(C(=O)NNC(=O)c2ccc(Br)cc2)c(O)c2ccccc21
    64*	7	1	.	-4	2	17	-3
> OC[C@H]1[C@@H](c2ccc(/C=C/c3ccccc3)cc2)[C@@H]2CN(Cc3ccncc3)CCCCN12
    16	-1	-1	-13	-2[16.7 µM]	-1	-4	.
> COc1ccccc1Nc1cc(C(=O)NC2CCCC2)c2ccccc2n1
    2	-10	0	7	10	-1	.	-5
> O=C(CCc1ccccc1)Nc1cccc(-c2nnc(-c3ccco3)o2)c1
    -99	.	-3	2	5	.	.	-3
> CC(C)CNS(=O)(=O)c1ccc(CCC(=O)NCc2ccco2)cc1
    .	.	-1	-20	7	.	.	-17
> Cc1cc(S(=O)(=O)NCc2ccco2)c(C)cc1Cl
    9	-9	0	-9	67	4	.	-5
> CCCC(c1nnnn1Cc1ccc2c(c1)OCO2)N1CCC(C(N)=O)CC1 (stereo unspecified)
    6	-12	.	7	.	-5	0	-4
> C/C=C/c1ccc([C@@H]2[C@H](CO)N(C(=O)C3CC3)[C@H]2CN(CC)C(C)=O)cc1
    0	-7	-6	1	-29[16.7 µM]	1	1	5
> CCCCCC(=O)Nc1ccc(S(=O)(=O)Nc2cc(OC)nc(OC)n2)cc1
    18	2	-2	5	10	0	8	3
> Cc1ccc(-c2nc(C#N)c(NCC3CCCO3)o2)cc1 (stereo unspecified)
    -91	-79	.	-2	.	1	-73	.
> CC[C@@]1(C(=O)OC)N[C@H](CN(C)S(=O)(=O)c2ccc(C(C)(C)C)cc2)[C@@H]2C(=O)N(C)C(=O)[C@@H]21
    13	-4	4	.	.	2	-3	1
> COc1ccccc1C1(CCNS(=O)(=O)c2ccc(C)cc2)CCOC(C(C)C)C1 (stereo unspecified)
    .	4	1	-29	24	.	.	.
> COc1cccc(OC)c1C(=O)Nc1nc2ccc([N+](=O)[O-])cc2s1
    -3	1	-9	.	.	-1	-2	4
> COc1ccc(CN(C)C[C@H]2OCCCC[C@@H](C)Oc3ccc(NC(=O)NC4CCCCC4)cc3C(=O)N([C@H](C)CO)C[C@H]2C)cc1
    .	7	1	-14	6[16.7 µM]	2	2	-7
> O=C(C[C@H]1C=C[C@@H](NC(=O)c2ccc3c(c2)OCO3)[C@@H](CO)O1)NCc1ccc(Cl)cc1
    .	5	.	-3	.	-1	0	.
> Cc1cccc(NC(=S)NCCSc2ccc(Cl)cc2)c1
    -18	-1	34	7	1	2	10	-17
> CCCCn1c(N)c(N(CCOC)C(=O)C2CCN(S(=O)(=O)c3ccc(C)c(C)c3)CC2)c(=O)[nH]c1=O
    -17	1	2	8	-6	-3	-3	.
> Cc1ccccc1-n1nnnc1SCC(=O)Nc1ccc(N2CCN(C)CC2)cc1
    -1	12	3	-17	3	25	12	12
> COCC(=O)Nc1ccc2c(c1)OC[C@@H](C)N(C(=O)c1ccccc1)C[C@H](C)[C@H](OC)CN(C)C2=O
    .	-4	.	4	.	-1	2	-3
> Fc1ccc(Cn2nnnc2C(c2cccs2)N2CCN(C3CCCCC3)CC2)cc1 (stereo unspecified)
    11	.	0	.	-5	2	0	-5
> Cc1nc(-c2cccnc2)sc1C(=O)N/N=C/c1ccccc1Cl
    10	.	3	-8	-9	4	-17	13
